Source: PubChem BioAssay
KCNK3 inh: human KCNK3 channel inhibitors, primary screen, CHO cells, FluxOR thallium flux, B-score; FluxOR fluorescence; stronger effect = lower value; B-score at 10 µM; 340,000 compounds, 0.84% hits;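 active = B-score under library mean minus 4 SD, starting fluorescence ratio at most library mean plus 5 SD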;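 note: more negative B-score means stronger inhibition of thallium flux through KCNK3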
KCNK9 block: KCNK9 potassium channel inhibitors, primary screen, HEK293 cells, thallium flux; FluxOR thallium flux fluorescence; stronger effect = lower value; B-score at 10 µM; 310,000 compounds, 1.2% hits; Potassium channel subfamily K member 9 (Homo sapiens), Q9NPC2;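 active = ratio B-score over 3 SD below the library mean, with starting fluorescence within 5 SD of its mean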;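 note: negative B-score means less thallium flux so channel inhibition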
GSK3beta inhib: human GSK3beta kinase inhibitors, primary screen, biochemical, cell-free homogeneous, HTS. GST-GSK3beta kinase, ADP-Glo luminescence, 60 min; stronger effect = lower value. activity score (negative = inhibition), % at 10 µM. 300,000 compounds, 0.038% hits. AID 2097, 2009;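 active = more than half of replicate wells score below -50%, meaning over 50% inhibition versus plate controls; inconclusive = some replicates but at most half score below -50%; inactive = no replicate scores below -50%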;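 note: 0% = median DMSO wells and -100% = median GW8510 positive control wells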
Target sequence (P49841 whole entry, looked up): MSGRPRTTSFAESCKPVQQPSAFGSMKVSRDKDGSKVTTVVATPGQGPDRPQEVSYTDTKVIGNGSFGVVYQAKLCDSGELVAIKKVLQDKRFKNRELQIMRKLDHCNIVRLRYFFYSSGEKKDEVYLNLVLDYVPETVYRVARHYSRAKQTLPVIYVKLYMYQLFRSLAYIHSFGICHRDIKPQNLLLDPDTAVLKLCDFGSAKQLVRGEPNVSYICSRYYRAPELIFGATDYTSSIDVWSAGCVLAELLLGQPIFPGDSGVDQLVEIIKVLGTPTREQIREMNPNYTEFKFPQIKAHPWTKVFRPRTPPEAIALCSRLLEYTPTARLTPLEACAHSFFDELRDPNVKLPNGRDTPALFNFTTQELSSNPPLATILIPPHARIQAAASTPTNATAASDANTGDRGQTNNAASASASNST
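Test system – GST-tagged human GSK3beta kinase, cell-free · Incubation – 60 min enzyme reaction, room temperature · Signal – ADP-Glo luminescence · Also added – peptide substrate and ATP at 25 µM · Controls – DMSO neutral wells and GW8510 at 20 µM as positive · Buffer or medium – Tris/MgCl2 kinase buffer · Measure – Luminescence-derived activity versus plate DMSO and GW8510 wells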
hERG protect: hERG rescue from dofetilide block, primary screen, cell-based, CHO-hERG, FluxOR thallium flux, dofetilide IC70. Voltage-gated inwardly rectifying potassium channel KCNH2 (Homo sapiens), Q12809. dofetilide IC70 present. activation (rescue from dofetilide block), less the hit threshold, % at 10 µM. 310,000 compounds, 0.51% hits. AID 1511, 2009;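 active = activation above the mean of controls blocked by dofetilide plus 5 SD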;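 note: thallium influx through hERG after potassium depolarization seen as dye fluorescence rise; in these data hits start at about 4.7%; inactives centre near -7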
KCNQ1 pot: potentiators or activators of KCNQ1 channel, primary screen, cell-based, thallium flux, high-throughput. B-score at 10 µM. Potassium voltage-gated channel subfamily KQT member 1 (Homo sapiens), P51787. 310,000 compounds, 0.35% hits. CHO-K1 KCNQ1, thallium flux FluxOR fluorescence; stronger effect = higher value;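 active = fluorescence ratio B-score, a plate-corrected score, at least three library SD, with initial intensity B-score within 5 SD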
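assay system = CHO-K1 cells stably expressing KCNQ1 | medium = assay buffer, equal DMSO in all wells | timing = 37 °C overnight plating, 90-min dark dye load, 20-min compound pretreatment | measured by = kinetic FluxOR thallium fluorescence, 10-s 1-Hz baseline, 110-s post-stimulus read | measure = fluorescence change relative to baseline, converted to B score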
GSK3 alpha inh: blockers of GSK3A enzyme activity – biochemical, luminescence, cell-free homogeneous, HTS, primary screen. 320,000 compounds, 0.1% hits. GSK-3 alpha kinase, ADP-Glo luminescence, 60 min. Glycogen synthase kinase-3 alpha (Homo sapiens), P49840. inhibition, % at 10 µM;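 in the data active = inhibition above about 50%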;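 note: GST-tagged GSK-3 alpha with peptide substrate and 25 µM ATP; 0% = DMSO neutral wells and 100% = GW8510 positive control wells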
Target sequence (P49840 whole entry, looked up): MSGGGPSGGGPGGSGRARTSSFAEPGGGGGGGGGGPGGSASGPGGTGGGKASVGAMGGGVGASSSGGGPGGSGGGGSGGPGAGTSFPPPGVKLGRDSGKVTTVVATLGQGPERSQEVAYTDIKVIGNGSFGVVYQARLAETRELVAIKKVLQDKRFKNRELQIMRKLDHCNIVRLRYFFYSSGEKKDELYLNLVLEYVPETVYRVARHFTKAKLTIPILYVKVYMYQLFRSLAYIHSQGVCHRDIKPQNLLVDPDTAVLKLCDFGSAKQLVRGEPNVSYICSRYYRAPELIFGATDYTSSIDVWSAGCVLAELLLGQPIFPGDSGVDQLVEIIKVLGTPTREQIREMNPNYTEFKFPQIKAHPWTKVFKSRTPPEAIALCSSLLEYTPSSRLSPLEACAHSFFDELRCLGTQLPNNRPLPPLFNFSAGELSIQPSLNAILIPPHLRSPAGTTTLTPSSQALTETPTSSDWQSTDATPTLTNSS
PolyA inhibitor: polyadenylation inhibitors in yeast reporter cells, primary screen, luminescence, S. cerevisiae; S. cerevisiae SKY197-pL101 polyadenylation reporter, beta-gal luminescence; efflux-impaired pdr1/pdr3 knockout yeast; score 100 = 6 SD above DMSO; calls only at 12 µM; 300,000 compounds, 0.02% hits; AID 1875, 2009;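 active = lowest replicate activity score at least 50, where 100 means six control SD above control mean; inconclusive = lowest score under 50 but half or more replicates reach 50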;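 note: yeast exposed to compound for 9 h at 30 °C; higher score means more reporter readthrough which indicates perturbed polyadenylation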
KCNQ1 block: inhibitors of human KCNQ1 channel, primary screen, cell-based, thallium flux, high-throughput; Potassium voltage-gated channel subfamily KQT member 1 (Homo sapiens), P51787; CHO-K1 KCNQ1, FluxOR thallium flux fluorescence; stronger effect = higher value; B-score at 10 µM; 310,000 compounds, 1.3% hits; AID 2642, 2010;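 active = compounds whose thallium flux B-score, printed positive for inhibition, exceeds three library SD while starting fluorescence stays within three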;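 note: channel opened by potassium depolarization with thallium stimulus after 20 min compound exposure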
HDAC3 inh: HDAC3 deacetylase inhibitors, primary screen, biochemical, fluorescence, cell-free homogeneous; Histone deacetylase 3 (Homo sapiens), O15379; recombinant HDAC3, fluorogenic peptide/trypsin coupled; inhibition, % at 8.3 µM; 320,000 compounds, 0.15% hits; AID 2718, 2010; in the data active = inhibition above about 26%, passing the limit was not always enough; inconclusive = no clear call, values can overlap the other calls
RGS4 pot: RGS4 potentiators or activators, primary screen, cell-based, HEK293 M3R inducible RGS4, calcium flux. carbachol calcium flux Fluo4; stronger effect = lower value. B-score at 10 µM. 310,000 compounds, 0.92% hits. AID 463111, 2010;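 active = B-score of the integrated calcium signal more than 4 SD below the library mean, with starting fluorescence not abnormally high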;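 note: negative B-score means reduced calcium response which marks RGS4 activation or potentiation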
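test system = M3R-expressing HEK293 line, RGS4 induced by doxycycline | probe or stimulus = carbachol at ECmax as muscarinic agonist stimulus | timing = dye loading 30 min 37 °C, buffer rest 30 min RT | signal = calcium dye Fluo4 fluorescence | evaluation = B score from integrated fluorescence ratio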
Dyrk1A ADPGlo: rat Dyrk1A kinase inhibitors, primary screen, biochemical, single point, plate reader; 310,000 compounds, 0.43% hits; ADP-Glo luminescence, NFATc1 peptide; Dual specificity tyrosine-phosphorylation-regulated kinase 1A (Rattus norvegicus), Q63470; inhibition, % at 12.5 µM; in the data active = inhibition above about 50%;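 note: plate controls were vehicle with enzyme for no effect and no enzyme for full effect; many of its hits are not listed in these tables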
Starred values were filed as active, the others as inactive; i = inactive; ? = inconclusive; . = no result given. These rows are one share of the data (hit frequency here may not be typical).

Below each compound – KCNK3 inh	KCNK9 block	GSK3beta inhib	hERG protect	KCNQ1 pot	GSK3 alpha inh	PolyA inhibitor	KCNQ1 block	HDAC3 inh	RGS4 pot	Dyrk1A ADPGlo
(1) CC(C)Nc1ccc(C(CC(N)=O)NC(=O)Cc2cccc3ccccc23)cc1[N+](=O)[O-] (centres undefined)
 : i	i	-4	2	i	-3	i	i	?	i	1
(2) CCc1ccc(CNc2ccc3c(c2)ncn3C(C)(C)C)cc1
 : i	i	0	-13	i	-3	i	i	-5	i	4
(3) Cn1c(=O)oc2cc(S(=O)(=O)NCc3ccc(Cl)cc3)ccc21
 : i	i	-1	-7	i	1	i	i	-1	i	-4
(4) CCOc1ccc(OCCC(=O)OCC(=O)NC2CC2)cc1
 : i	i	2	-11	i	-1	i	i	1	i	2
(5) Cc1ccc(C(C)C)cc1OCC(=O)N1CCN(C(=O)c2ccco2)CC1
 : i	i	1	-21	i	-4	i	i	3	i	4
(6) CC(C)CN(C(=O)C1CC1)C1CCS(=O)(=O)C1 (centres undefined)
 : i	i	0	-8	i	-1	i	i	?	i	5
(7) Cc1cccnc1-n1c(CCN2C(=O)c3ccccc3C2=O)nc2ccccc2c1=O
 : i	i	-1	-7	i	1	.	i	6	i	3
(8) Cc1cc(C)cc(NC(=O)CSc2nnnn2-c2cccnc2)c1
 : i	i	-1	-2	i	-2	i	i	6	i	-6
(9) Cc1cccc(Nc2c(-c3ccc(N4CCOCC4)cc3)nc3ncccn23)c1
 : i	i	4	-15	i	1	i	i	2	i	0
(10) COc1ccccc1NC(=O)N1CCN(C(=O)Nc2ccccc2OC)CC1
 : i	i	3	-14	i	-1	i	i	.	i	-1
(11) CCOC(=O)CNC(=O)C1(/C=C/c2ccccc2)CC(=O)N1c1ccc(OC)cc1 (centres undefined)
 : i	i	2	-7	i	-1	i	i	2	i	-2
(12) O=C(Nc1cc(N2CCCCC2)ncn1)c1ccc(F)cc1
 : i	i	1	-9	i	.	i	i	-3	i	0
(13) CCOC(=O)c1c(NC(=O)Cn2nnc(-c3ccccc3Cl)n2)sc(C)c1C
 : i	i	-1	-11	i	6	i	i	-1	i	-7
(14) CCOc1ccc(NC(=O)CN2CCN(CC(=O)Nc3ccc(OC)cc3)CC2)cc1
 : i	i	-1	-23	i	0	i	i	6	i	1
(15) O=C(COC(=O)CCCNC(=O)c1ccc(Cl)cc1)Nc1cc(Cl)c(Cl)cc1Cl
 : i	i	0	-4	i	2	i	i	2	i	-1
(16) CCC(=O)Nc1nnc(S(=O)(=O)N(CC)c2ccc(OC)cc2)s1
 : i	i	6	-8	i	-3	i	i	-2	i	2
(17) CC1(C)CC(=O)C=C(NCCCNC2CCCCC2)C1
 : i	i	0	-10	i	2	i	i	-9	i	-1
(18) N#Cc1c(-c2ccncc2)c2c([nH]c1=S)CCCC2
 : i	i	-1	-17	i	2	i	i	5	i	-2
(19) Cc1ccc(C(C)C)c(OCc2nc(-c3nonc3N)no2)c1
 : i	i	2	-2	i	-21	i	i	18	i	8
(20) CCC1CCCCN1Cc1ccc(N)cc1 (centres undefined)
 : i	i	-3	-9	i	-2	.	i	-2	i	-16
(21) Cc1cc(C)c(S(=O)(=O)N2CCCOC2CNC(=O)C(=O)NCc2ccncc2)c(C)c1 (centres undefined)
 : i	i	3	-4	i	10	i	i	3	i	4
(22) CN(C)c1cc(N)c2ccccc2n1 (tested in a mixture with another compound)
 : i	i	-3	5.0*	i	-1	i	i	7	i	4
(23) NC(=O)CCC(=O)N1CCCC(C(=O)c2ccc(C(F)(F)F)cc2)C1 (centres undefined)
 : i	i	-1	-8	i	0	i	i	3	i	14
(24) O=C(Cc1cccc(C(F)(F)F)c1)NCC(=O)Nc1cc(Cl)ccc1Cl
 : i	i	0	-4	i	1	i	i	2	i	-4
(25) COc1ccc(Cc2noc(CN3CCCC(OCc4ccccn4)C3)n2)cc1OC (centres undefined)
 : i	i	0	-4	i	.	i	i	1	i	6
(26) Nc1nnc(-c2cn(-c3ccccc3)nc2-c2ccc(Cl)cc2)o1
 : i	i	4	-2	i	4	i	i	6	i	-1
(27) Cc1cc(SC#N)cc(C)c1NC(=O)CCl
 : i	i	3	0	i	0	i	i	-1	i	-6
(28) CCN(CC)S(=O)(=O)c1ccc2c(c1)N(CC(=O)Nc1cccnc1Cl)C(=O)CO2
 : i	i	0	-2	i	1	i	i	6	i	4
(29) Clc1ccc(-n2ncc3c(NCC4CCCO4)ncnc32)cc1 (centres undefined)
 : i	i	-3	-5	i	-1	i	i	-2	i	12
(30) Fc1cc(Br)ccc1NC(=S)Nc1cccnc1
 : i	i	0	-8	i	-3	i	7*	-4	i	-1

Brought forward from above: 3 compounds; new compounds follow.
Below each compound – KCNK3 inh	KCNK9 block	GSK3beta inhib	hERG protect	KCNQ1 pot	GSK3 alpha inh	PolyA inhibitor	KCNQ1 block	HDAC3 inh	RGS4 pot	Dyrk1A ADPGlo
(28) CCN(CC)S(=O)(=O)c1ccc2c(c1)N(CC(=O)Nc1cccnc1Cl)C(=O)CO2
 : i	i	0	-2	i	1	i	i	6	i	4
(29) Clc1ccc(-n2ncc3c(NCC4CCCO4)ncnc32)cc1 (centres undefined)
 : i	i	-3	-5	i	-1	i	i	-2	i	12
(30) Fc1cc(Br)ccc1NC(=S)Nc1cccnc1
 : i	i	0	-8	i	-3	i	7*	-4	i	-1
(31) Cc1cc(Br)ccc1NC(=O)CN1C(=O)CCC1=O
 : i	i	1	-14	i	0	i	i	-2	i	3
(32) CC(=O)N/C(=C\c1ccccc1Cl)C(=O)O
 : i	i	1	0	i	-4	i	i	-3	i	.
(33) Cn1c(=O)c2c(SCC(=O)Nc3ccc4c(c3)OCCO4)nc(CC(C)(C)C)nc2n(C)c1=O
 : i	i	-3	-8	i	-2	i	i	2	i	-4
(34) Fc1ccc(C(CCNCc2cccs2)c2ccco2)cc1 (centres undefined)
 : i	i	4	-3	i	-1	i	i	1	i	.
(35) Cc1ccc(CCNC(=O)CN(C)S(=O)(=O)c2cnc[nH]2)cc1
 : i	i	10	-6	i	-2	i	i	-8	i	0
(36) C[C@H](NC(=O)[C@H]1N2C(=O)c3ccccc3C2SC1(C)C)C(=O)N1CCN(C)CC1 (some centres undefined)
 : i	i	-3	-8	i	-1	i	i	0	i	-6
(37) Cc1nn(-c2ccc(N3CCCCC3)nn2)c(C)c1CCC(=O)Nc1ccc(F)c(F)c1
 : i	i	3	-17	i	2	i	i	?	-8.5*	0
(38) CCOC(=O)c1cc2sc(C)cc2n1CC(=O)N(CC)CC
 : i	i	-1	-2	i	1	i	i	-1	i	0
(39) O=C(O)Cc1ccc2sc(-c3ccccc3)nc2c1
 : i	i	0	-3	i	3	i	i	7	i	2
(40) Cc1cc2cc(CN(Cc3cccs3)C(=S)NCc3ccco3)c(=O)[nH]c2cc1C
 : i	i	0	-9	i	-1	i	i	14	i	-7
(41) CCc1nnc(NS(=O)(=O)c2ccc(NC(=O)CCC(=O)OC)cc2)s1
 : i	i	4	0	i	-31	i	i	1	i	-6
(42) Cc1cc(C(=O)Nc2nnc(C3CCCCC3)s2)cs1
 : i	i	1	-9	i	-2	i	i	3	i	6
(43) Oc1cc2c(cc1CN1CCc3ccccc3C1)OCO2
 : i	i	0	-8	i	-2	i	i	5	i	2
(44) Cc1noc(/C=C/N(C)C)c1S(=O)(=O)N1CCCC(C(=O)NCc2ccc(F)cc2)C1 (centres undefined)
 : .	i	0	-14	i	0	i	i	6	i	.
(45) O=C(NNS(=O)(=O)c1ccc(F)cc1)C1CC(c2cccnc2)=NO1 (centres undefined)
 : i	i	7	-3	i	-2	i	i	6	i	0
(46) COc1ccc(CCN(C)CCC(=O)Nc2ccc(C)cc2)cc1OC
 : i	i	0	-6	i	0	i	i	-1	i	-2
(47) COc1cc(/C=C2/C(=O)NN(c3cccc(Cl)c3)C2=O)cc(Br)c1O
 : i	i	-27	-11	i	14	i	i	9	i	6
(48) Cc1ccc(NC(=O)C(C)N2CCOCC2)c(C(=O)c2ccccc2)c1 (centres undefined)
 : i	i	0	1	i	-1	i	i	-5	i	4
(49) CN(CC1CCCO1)S(=O)(=O)c1ccc(C(=O)NCc2ccccc2)cc1 (centres undefined)
 : i	i	0	-7	i	-2	i	i	-7	i	-5
(50) O=c1cc(CSc2ccc([N+](=O)[O-])cc2)nc2sccn12
 : i	i	0	-8	i	-8	i	i	2	i	9
(51) COc1cccc(NC(=O)N2CCc3ccccc3C2)c1
 : i	i	-5	-8	i	-3	i	i	-1	i	7
(52) COCCCNC(=S)N1CCCN(c2nc3c(C)c(C)ccc3cc2C#N)CC1
 : i	i	3	-15	i	6	i	i	-8	i	1
